KCNH2 WT inh – KCNH2 (human, wildtype) channel inhibition. Q12809. U2OS, BacMam KCNH2, thallium flux FluxOr; hits give low values. activity change, % at 1.84 µM. actives 0.37% (n = 340,000). AID 720551;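 active = maximum activity change below -70%; inconclusive = maximum activity change between -70% and -50%; inactive = maximum activity change above -50%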; note: % is set by controls: 0 for no effect and ±100 for the full control effect
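U2OS cells were transduced with wild-type KCNH2 virus (2.03 x 10^8 / mL) for 4 h at room temperature, then cultured overnight at 37 C. Thallium flux was read with FluxOr dye. Rate constants were normalized to DMSO controls.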
GALK inh – blocks human galactokinase activity; Potency, µM (highest dose often 57.5 µM), for inactives: at the top dose activity change, negative = inhibition, most hits filed as inhibitors; AID 1868; actives 0.007% (n = 270,000); Purified GALK, Kinase-Glo residual ATP luminescence; P51570; note: potency is the fitted concentration of half-maximal effect; % is set by controls: 0 for no effect and ±100 for the full control effect
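Human GALK (5 nM) with 35 uM ATP and 100 uM galactose in 20 mM HEPES pH 8.0, 5 mM MgCl2, 60 mM NaCl, 1 mM DTT, 0.01% BSA. After 1 h at room temperature, leftover ATP was read by Kinase-Glo Plus luminescence.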
TRPV1 agonist – agonists of human vanilloid receptor 1 (TRPV1). Q8NER1. TRPV1-expressing cells, Fluo-8 calcium influx, agonist mode. activation, % at 8.33 µM. actives 0.19% (n = 320,000). AID 540275; in the data active = activation above about 80%; inconclusive = between about 30% and that limit; note: 0% is about no effect
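TRPV1-expressing cells were cultured overnight at 35.5C and loaded with Fluo-8 calcium dye for 40 to 90 min at room temperature. After a 10 s baseline, compound was added and calcium influx was read kinetically for 3 min (ex 480/em 520 nm).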
S-ASM inh – human S-ASM enzyme inhibition; actives 0.006% (n = 340,000); P17405; Potency, µM (top dose mostly 57.5 µM), for the others: top-dose activity change, negative = inhibition, actives largely listed as inhibitors; placental ASM, HMU-PC fluorogenic substrate, 60 min; note: potency is the fitted concentration of half-maximal effect
Target sequence (P17405 47-631 limits assumed): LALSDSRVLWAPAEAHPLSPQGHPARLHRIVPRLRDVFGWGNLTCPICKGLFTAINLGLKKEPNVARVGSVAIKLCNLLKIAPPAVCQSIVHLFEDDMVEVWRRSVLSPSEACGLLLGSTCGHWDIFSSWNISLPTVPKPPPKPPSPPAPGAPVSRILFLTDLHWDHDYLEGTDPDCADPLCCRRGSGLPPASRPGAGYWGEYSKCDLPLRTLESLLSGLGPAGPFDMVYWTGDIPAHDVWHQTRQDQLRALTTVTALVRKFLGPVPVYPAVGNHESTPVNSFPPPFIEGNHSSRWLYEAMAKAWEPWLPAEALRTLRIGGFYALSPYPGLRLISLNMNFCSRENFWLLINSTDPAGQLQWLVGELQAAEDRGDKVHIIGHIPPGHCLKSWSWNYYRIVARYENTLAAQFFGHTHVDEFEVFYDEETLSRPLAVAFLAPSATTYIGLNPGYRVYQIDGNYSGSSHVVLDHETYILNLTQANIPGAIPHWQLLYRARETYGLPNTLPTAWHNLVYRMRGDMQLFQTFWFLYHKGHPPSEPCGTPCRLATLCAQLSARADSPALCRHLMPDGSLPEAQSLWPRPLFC
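Human placenta-derived ASM enzyme was preincubated with compound for 10 minutes at room temperature, then given fluorogenic substrate HMU-PC0 (9 uM final) for 60 minutes at 37 °C; a pH 10 stop preceded fluorescence reading at Ex 386/Em 447 nm.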
a7 integrin act – integrin-mediated muscular dystrophy alleviation activation; alpha7betagal myoblasts, beta-gal FDG fluorescence, 48 h; Potency, µM (titrated, usually from 38.3 µM), inactives show at the top dose activation, usual class: activators; actives 0.064% (n = 350,000);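 note: potency is the fitted concentration of half-maximal effect; 100% = response of the positive control SU9516; nearly all actives have a fitted effect of over 60% in size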
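alpha7betagal+/- myoblasts (passage 13, 250/well) treated 48 h at 37C with compounds at 1:260 dilution of DMSO stock. Lysed, then beta-galactosidase activity read as FDG fluorescence (ex 480/em 540) after 30 min, with pre-read for autofluorescence.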
CXXC DNA block – inhibitors of human MLL CXXC domain-DNA interaction. MLL-CXXC / FITC-HOXA9 DNA fluorescence polarization. actives 0.037% (n = 290,000). Potency, µM (highest dose often 115 µM), for inactives: at the highest dose activity change, negative = inhibition, hits mostly inhibitors; active = well fitted inhibition curve with a large enough effect in the polarisation, with a control signal flat, not every such curve was filed as active; inconclusive = small, poorly fitted or top-dose-only effect, or effect the other way, or a change in a side signal; inactive = no such curve, though single readings can be large or run the other way; the % refers to the polarisation; note: potency is the fitted concentration of half-maximal effect
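Purified MLL-CXXC (added from a 7 uM solution) was preincubated 5 min at ambient with pinned compounds in 50 mM Tris-HCl pH 7.5, 50 mM NaCl, 1 mM DTT, 0.05% BSA. Fluorescein-labeled HOX-A9 DNA (50 nM solution) followed, 30 min, then polarization read.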
FBPA coupling cs – coupling enzyme interference in Giardia aldolase counter-screen; coupling enzyme system counterscreen, AmpLite Red fluorescence; actives 0.67% (n = 290,000); AID 2472; activity change, negative = inhibition, % at 58.2 µM, hits read low; in the data active = activity change below about -30%; note: % is set by controls: 0 for no effect and ±100 for the full control effect
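Activity here indicates interference with the coupling reaction, not aldolase inhibition. Compounds at 57.5 uM final met coupling enzymes for 10 min at RT; substrate and AmpLite Red detection followed, with a 525/598 nm fluorescence read after 20 min.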
KCNH2 3.1 block – blocks the human KCNH2 3.1 channel isoform. U2OS KCNH2 3.1, thallium flux FluxOr; hits give low values. activity change, % (tested at about 1.8 µM). actives 0.95% (n = 340,000);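 active = maximum activity change below -70%; inconclusive = maximum activity change from -70% to -50%; inactive = maximum activity change above -50%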;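 note: thallium influx rate constant from kinetic fluorescence after stimulation buffer; % is set by controls: 0 for no effect and ±100 for the full control effect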
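Normalized rate constant (relative to positive and negative DMSO controls) derived from a 2 min kinetic fluorescence read after stimulation; U2OS cells expressing the 3.1 isoform via virus at 1.77 x 10^8 /mL.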
MBNL1 CUG block – inhibitors of human MBNL1 binding to CUG repeat RNA. actives 0.036% (n = 280,000). Potency, µM (doses to about 57.5 µM), without a hit: at the highest dose activity change, negative = inhibition, usual class: inhibitors. TR-FRET MBNL1-His/biotin-(CUG)12 binding, 665/545 ratio. Q9NR56; active = well fitted inhibition curve with a large enough effect in the signal ratio, with a control signal flat, not every such curve was filed as active; inconclusive = small, poorly fitted or top-dose-only effect, or effect the other way, or a change in a side signal; inactive = no such curve, though single readings can be large or run the other way; the % refers to the signal ratio; note: potency is the fitted concentration of half-maximal effect; % is set by controls: 0 for no effect and ±100 for the full control effect
Target sequence (Q9NR56 whole entry, looked up): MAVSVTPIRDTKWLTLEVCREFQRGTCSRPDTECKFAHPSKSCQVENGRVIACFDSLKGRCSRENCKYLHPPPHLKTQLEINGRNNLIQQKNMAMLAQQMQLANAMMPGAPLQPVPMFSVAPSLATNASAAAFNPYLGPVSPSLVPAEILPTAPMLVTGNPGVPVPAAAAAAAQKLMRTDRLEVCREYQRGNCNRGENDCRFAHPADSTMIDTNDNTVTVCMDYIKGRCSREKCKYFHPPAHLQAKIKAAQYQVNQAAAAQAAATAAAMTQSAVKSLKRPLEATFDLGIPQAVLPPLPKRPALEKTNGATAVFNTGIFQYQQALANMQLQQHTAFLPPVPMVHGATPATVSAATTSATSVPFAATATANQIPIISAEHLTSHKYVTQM
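Inhibition of protein-RNA binding appears as loss of TR-FRET between terbium anti-His antibody on MBNL1-His and streptavidin-XL665 on biotin-(CUG)12. Activity is normalized to buffer-only and uninhibited-complex controls.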
A-T KAP1 phos – potential ataxia-telangiectasia treatment | […] A-T fibroblasts, KAP-1 phosphorylation AlphaLISA; neocarzinostatin DNA damage 30 min before lysis | Potency, µM (top dose mostly 57.5 µM), for the others: top-dose activation, actives largely listed as activators | actives 0.19% (n = 320,000) | AID 485349; note: potency is the fitted concentration of half-maximal effect; % of control where 0% means no effect; nearly all actives have a fitted effect of over 45% in size
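ATM-like activity read as KAP-1 phosphorylation via AlphaLISA donor/acceptor antibody pairs after lysis and 6 hr at 25C. Cells were ATM-null patient fibroblasts ([…], hTERT), dosed 60 min, then exposed to the DSB inducer NCS for 30 min.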
* marks the source's active call; other numbers are inactive results; i = inactive; ? = inconclusive; · = no result given; [ ] = another dose, or the depositor's remark. Unless noted, calls come from the whole dose curve; as a rule, active = well fitted curve in the direction sought with a large enough effect; inconclusive = small, poorly fitted or top-dose-only effect, or another doubt; inactive = no such curve, though single readings can be large; an effect the other way counts as inactive or inconclusive.

Every second line gives: KCNH2 WT inh | GALK inh | TRPV1 agonist | S-ASM inh | a7 integrin act | CXXC DNA block | FBPA coupling cs | KCNH2 3.1 block | MBNL1 CUG block | A-T KAP1 phos
- O=C(COC(=O)C(O)c1ccccc1)NC12CC3CC(CC(C3)C1)C2 (stereo not given)
→ -1 | 1% | 9 | -1% | -7% | 10% | 2 | 7 | -6% | 0%
- CC1=CC(=Nc2c(C)n(C)n(-c3ccccc3)c2=O)C=C(C)C1=O
→ 3 | -2% | -3 | -7% | -51%[inhibitor] | 19% | -48* | 0 | 3% | -10%
- COc1ccc(C(C)=O)cc1CC(=O)NC1CCCCCC1
→ -12 | 0% | 1 | -1% | -30% | 4% | 1 | -9 | 3% | 3%
- O=C1CCC(CCC(=O)N2CCCC(C(=O)c3cccc(C(F)(F)F)c3)C2)=NN1 (stereo not given)
→ i | -2% | 5 | -4% | 6% | -10% | 8 | 6 | 2% | -6%
- NC(=O)CN1C(=O)C2C3C=CC(C3)C2C1=O (stereo not given)
→ 10 | 3% | 4 | 2% | -4% | -2% | -11 | -3 | -19% | 19%
- C=CCNc1nc(N2CCOCC2)c(C#N)c2c1CN(C)CC2
→ 1 | 2% | 2 | 392%[activator] | 3% | 15% | -2 | 7 | 4% | 13%
- Cc1nn(-c2ccccc2)c(Cl)c1/C=C1\SC(=S)N(C)C1=O
→ 28 | · | 2 | 0% | -44%[inhibitor] | 9% | 1 | 1 | 0% | 6%
- CSCCC(NS(=O)(=O)c1ccc2c(c1)oc(=O)n2C)C(=O)NCc1cccs1 (stereo not given)
→ 4 | -1% | 5 | 5% | -5% | -10% | -1 | -4 | 2% | -10%
- CSCc1ccc(C(=O)N2CCC(CCC(=O)N(C)Cc3ccccc3)CC2)o1
→ -15 | -4% | 4 | -3% | -17% | -3% | 1 | -2 | -5% | -1%
- Cc1nn(C)cc1C(C)NC(=O)c1cc(COc2cccc3cnccc23)on1 (stereo not given)
→ 10 | 0% | 4 | 4% | -24% | -1% | · | 18 | ? | 22%
- NC(N)=NC(N)=Nc1ccc(SC(F)(F)F)cc1
→ -3 | · | 1 | 0% | -55%[inhibitor] | 1% | 2 | -9 | -12%[11.5 µM] | 0%
- COc1ccc(/C=C/c2nc3cc(-c4ccccc4)ccc3o2)cc1O
→ -9 | 1% | 25 | · | -13% | 5% | -2 | -25 | 4% | 10%
- COC(=O)Nc1ccc(SCC(=O)c2cccc([N+](=O)[O-])c2)cc1
→ -21 | 9% | 5 | -4% | -39% | 3% | -4 | -19 | ? | 1%
- CCCNC(=O)c1ccc2c(c1)CCN2S(C)(=O)=O
→ 1 | 3% | -2 | 3% | 16% | -4% | 0 | 19 | -9% | 2%
- N#CC[C@H](Cc1ccccc1)N1CC[C@@H](O)CCC1=O
→ 1 | · | 4 | 6% | -13% | -2% | -1 | -20 | -3% | 5%
- CN(CC(=O)NCc1ccc(F)cc1)S(=O)(=O)c1cccc2nsnc12
→ -6 | -1% | 1 | 1% | -1% | 12% | 0 | 5 | ? | -1%
- Cc1ccccc1NC(=O)CSc1nc2cc3c(cc2cc1C)CCC3
→ -6 | -4% | · | -8% | -33% | -4% | -2 | 6 | 1% | 2%
- COc1ccc(CC(=S)N2CCOCC2)cc1F
→ 2 | 1% | 2 | 5% | 13% | 0% | 3 | 13 | -15% | 3%
- Cc1ccc(NC(=O)N2CCCC2C(=O)Nc2nnc(C(C)C)s2)cc1 (stereo not given)
→ -11 | 16% | 1 | -1% | -4% | -1% | 0 | -4 | -10% | 4%
- Cc1ccc(S(=O)(=O)N(C)CC(=O)OCC(=O)Nc2ccccc2)cc1
→ -2 | 2% | -2 | 3% | 9% | 0% | 5 | -33 | -1% | -1%
- Cc1c(NS(=O)(=O)c2ccc3nc(COc4ccccc4Cl)[nH]c3c2)c(=O)n(-c2ccccc2)n1C
→ 26 | 0% | -1 | -2% | -3% | 4% | 3 | 1 | -3% | 15%
- CCCC1=[N+](CC(=O)c2ccc(C)cc2)CCn2cccc21
→ 1 | 0% | -2 | 2% | -43% | 2% | 2 | -1 | -5% | -5%
- CCOC(=O)CCCCCC(=O)Nc1ccc2c(c1)CC(=O)N([C@@H](C)CO)C[C@@H](C)[C@@H](CN(C)C(=O)Nc1ccc(C(F)(F)F)cc1)O2
→ -6 | · | · | -12% | -12% | · | · | 6 | · | 1%
- CN(C)c1cccc(O)c1
→ -2 | · | -2 | 4% | · | · | · | 3 | · | -6%
- C=CCN1CCc2cc(O)c(O)cc2C(c2ccccc2)C1 (stereo not given)
→ 48 | · | -5 | 0% | · | -3% | · | 3 | · | -4%
- Cc1ccc(NC(=O)Cn2cccc2C2=NC(c3ccccc3)CO2)c(C)c1 (stereo not given)
→ -3 | 2% | 3 | -1% | -10% | -7% | 3 | 2 | -8% | -8%
- CC(=O)NC1=CC(=C[N+](=O)[O-])C=C1O
→ 34 | · | · | -4% | ? | · | · | -4 | · | ·
- O=C(c1cc(N2C(=O)C3C4CCC(C4)C3C2=O)ccc1Cl)N1CCN(c2ccccc2F)CC1 (stereo not given)
→ 2 | -1% | 6 | 3% | 30% | 1% | 5 | -11 | 5% | 9%
- COc1ccc(C2=NS(=O)(=O)N(C)C(C(=O)N3CCCCC3C)=C2)cc1 (stereo not given)
→ -5 | · | 6 | 85%[activator] | 28% | · | -3 | -25 | ? | -11%
- CCOC(=O)c1c(C)c(C(=O)N2CCN(C(=O)c3ccco3)CC2)c(C)n1C
→ -31 | -3% | 1 | 1% | -11% | -4% | 3 | 13 | 7% | -4%
- CCOc1ccc2nc(N3CCC(C(=O)N4CCN(C(=O)c5ccco5)CC4)CC3)sc2c1
→ -35 | -1% | 0 | -9% | 7% | 3% | 0 | -77* | -8% | 3%
- CSc1ccccc1C(=O)NC1CC2CCC1C2 (stereo not given)
→ 8 | 2% | 9 | -1% | 1% | 2% | -1 | -3 | 6% | -2%
- Nc1c(C(=O)O)cnn1-c1ccc([N+](=O)[O-])cc1
→ -5 | 4% | -6 | 12% | -16% | 1% | 0 | -3 | ? | 1%
- C[C@H](CO)N1C[C@H](C)[C@@H](CN(C)Cc2ccc(-c3ccccc3)cc2)Oc2c(NS(=O)(=O)c3cccs3)cccc2C1=O
→ 5 | · | · | -5% | -7% | · | · | 7 | · | 7%
- COCCNC(=O)C1CCC(CNS(=O)(=O)c2c(C)cc(C)cc2C)CC1 (stereo not given)
→ -4 | · | -4 | 7% | 2% | ? | 0 | 23 | -12% | 5%
- COc1ccc2c(C(=O)NCCCCO)c(-c3ccc(S(C)(=O)=O)cc3)sc2c1
→ -18 | · | · | i | 18% | · | · | 29 | · | 7%
- CSCCCNC(=S)Nc1cccc(S(=O)(=O)NC2=NCCC2)c1
→ -6 | 8% | 0 | 1% | ? | 16% | -3 | 1 | -3% | -2%
- O=C(Nc1ccc2c(c1)Cc1cc([N+](=O)[O-])ccc1-2)C(F)(F)F
→ -1 | · | · | -1% | 1% | · | · | 4 | · | ·
- O=C(NCc1ccccc1)c1ccc(Cl)nc1
→ 4 | 3% | -4 | -2% | 10% | 4% | 3 | 23 | -16% | 5%
- COc1ccccc1NC(=O)Cn1c(C)nc2c(sc(=S)n2Cc2ccco2)c1=O
→ 7 | 1% | 1 | -9% | 27% | 5% | -3 | -3 | 8% | 0%
- O=C(COC(=O)CNS(=O)(=O)c1cc(C(F)(F)F)ccc1Cl)NC1CC1
→ -6 | · | · | -2% | 16% | · | · | 6 | · | -13%
- Cc1nn(-c2ccccc2)c(C)c1/C=N/n1c(-c2ccc(C(C)(C)C)cc2)n[nH]c1=S
→ 7 | -5% | 24 | -18% | -2% | 1% | -5 | -5 | -13% | 0%
- COCC(C)n1c(=O)sc2ccccc2c1=O (stereo not given)
→ -5 | 1% | -2 | 1% | -24% | 3% | -3 | 5 | -3% | -2%
- CCn1c(O)c(N=NC(=O)CNc2ccc(C)cc2)c2ccccc21
→ 28 | 1% | 2 | -15% | 21% | 17% | -1 | · | ? | -3%
- COc1ccc(S(=O)(=O)Nc2ccc(F)cc2F)cc1C(=O)N1CCOCC1
→ 6 | 1% | 0 | 1% | -21% | 5% | 0 | 9 | -3% | 3%
- COc1ccc(NS(=O)(=O)c2cccc(NC(=O)COc3ccc(OC)cc3)c2)cc1
→ -7 | 1% | 0 | -3% | -22% | -10% | 4 | -4 | -2% | 4%
- COc1ccc(N2CCN(CC(=O)NC(=O)NC(C)(C)C)CC2)cc1
→ -6 | 1% | 0 | -2% | 10% | 0% | 1 | 7 | -5% | -2%
- CCSc1ccccc1C(=O)Nc1cccc(OC)c1
→ 8 | -4% | 8 | 1% | -4% | 1% | -6 | 4 | 0% | 9%

High-throughput results (PubChem BioAssay)
